PLC-gamma1 inh: PLC-gamma1 (human) inhibition, primary screen | P19174 | purified PLC-gamma1, fluorogenic substrate, fluorescence | 0.84% of 370,000 active | inhibition, % at 12.2 µM; in the data active = inhibition above about 9.5%
Target sequence (P19174 whole entry, looked up): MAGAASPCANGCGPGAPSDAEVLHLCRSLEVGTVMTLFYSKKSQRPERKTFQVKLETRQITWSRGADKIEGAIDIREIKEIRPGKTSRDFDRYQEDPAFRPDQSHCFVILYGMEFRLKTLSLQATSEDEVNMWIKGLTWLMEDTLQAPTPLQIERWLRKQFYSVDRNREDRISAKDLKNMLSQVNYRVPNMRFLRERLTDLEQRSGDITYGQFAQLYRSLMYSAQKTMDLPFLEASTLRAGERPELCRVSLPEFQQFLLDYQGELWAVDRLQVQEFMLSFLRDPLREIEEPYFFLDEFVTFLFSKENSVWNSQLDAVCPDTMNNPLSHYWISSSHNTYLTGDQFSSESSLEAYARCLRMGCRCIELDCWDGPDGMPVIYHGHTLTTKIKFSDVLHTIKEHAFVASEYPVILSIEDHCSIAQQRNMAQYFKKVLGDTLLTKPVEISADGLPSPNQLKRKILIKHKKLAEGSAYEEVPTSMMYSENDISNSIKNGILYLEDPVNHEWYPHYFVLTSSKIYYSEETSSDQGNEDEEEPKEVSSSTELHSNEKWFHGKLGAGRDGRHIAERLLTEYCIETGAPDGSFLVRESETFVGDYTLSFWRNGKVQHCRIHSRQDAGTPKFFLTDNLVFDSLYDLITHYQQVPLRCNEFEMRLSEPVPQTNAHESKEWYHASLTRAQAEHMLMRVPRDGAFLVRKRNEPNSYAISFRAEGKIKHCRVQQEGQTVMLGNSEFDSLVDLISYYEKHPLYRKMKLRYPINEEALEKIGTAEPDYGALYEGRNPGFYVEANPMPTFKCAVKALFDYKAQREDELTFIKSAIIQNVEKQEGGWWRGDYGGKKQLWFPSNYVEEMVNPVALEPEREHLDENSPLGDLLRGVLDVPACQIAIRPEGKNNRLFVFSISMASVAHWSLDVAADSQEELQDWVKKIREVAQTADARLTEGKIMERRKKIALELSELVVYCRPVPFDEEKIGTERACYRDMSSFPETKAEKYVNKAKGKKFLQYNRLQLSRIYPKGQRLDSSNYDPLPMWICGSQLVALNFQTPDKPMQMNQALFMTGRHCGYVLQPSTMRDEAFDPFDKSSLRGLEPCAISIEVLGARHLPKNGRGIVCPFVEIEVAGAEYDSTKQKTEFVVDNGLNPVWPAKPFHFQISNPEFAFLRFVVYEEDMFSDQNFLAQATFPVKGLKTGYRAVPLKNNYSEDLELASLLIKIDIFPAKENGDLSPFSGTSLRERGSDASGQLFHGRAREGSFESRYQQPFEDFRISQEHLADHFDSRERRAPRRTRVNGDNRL
ARFGAP1 inhibitor: inhibitors of rat ARFGAP1 | Arfgap1-stimulated ARF1 GTP hydrolysis, GDP FP detection | 0.26% of 360,000 active | Q62848 | inhibition, % at 16.5 µM;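 active = inhibition above a per-plate limit, mean inhibition of low control wells plus 3 SD, cut at about 25% in these data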;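 note: 0% = DMSO wells with enzyme and 100% = wells lacking Arfgap1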
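Replicates: Single well per compound | Assay system: Truncated rat Arfgap1 GAP domain | Control set: No-Arfgap1 wells (100%) versus DMSO full-reaction wells (0%) | Times: Enzyme reaction 120 min at 25 °C after 20 min preincubation | Reagent: Human ARF1(Δ1-17)-GTP substrate | Measured by: Tracer-displacement fluorescence polarization with EDTA stop, 620/688 nm | Measure: Percent inhibition of Arfgap1-stimulated GTP hydrolysis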
LEDGF integ inh: blocks HIV-1 LEDGF/p75-dependent DNA integration; TR-FRET IN-LEDGF/p75 DNA integration, Eu/Cy5; inhibition, % at 3.7 µM; 0.64% of 370,000 active; AID 743269;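 active = inhibition above the screen-wide mean plus 3 SD, cut at about 13% in these data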;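 note: signal is the Cy5 over europium emission ratio at 671 and 618 nm; 0% = plate median of compound wells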
DDE Tn7 FP inh: inhibitors of Tn7 peptide binding to human fibrin DD(E); FP displacement of FITC-Tn7 peptide from fibrin DD(E); 0% = median of compound wells per plate; inhibition, % at 8.3 µM; 0.13% of 370,000 active;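 active = inhibition above the mean of compounds falling within the control limits plus 3 SD of them, cut at about 14% in these data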;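 note: 0% = plate median of compound wells and 100% = 10 µM Aha-Tn7 peptide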
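Assay system: human fibrin DD(E). Input: DD(E) 2 µM final. Medium: Tris buffer with calcium and detergent, pH 7.8. Compound dosing: single point at 8.3 µM. Timing: 10 min plus 3 h, room temperature. Technique: fluorescence polarization of the labelled Tn7 tracer. Read-out: percent inhibition. Replicates: singlicate testing.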
proKLK7 act: activates the human kallikrein-7 zymogen | purified proKLK7, EDANS-DABCYL substrate fluorescence; 100% is mature enzyme control, 0% vehicle | 0.9% of 370,000 active | activation, % at 7 µM | P49862;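 active = activation above the mean of all tested compounds plus 3 SD, computed per campaign excluding outliers beyond control limits, cut at about 13% in these data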
Tn6 DDE FP: DD(E)-Tn6 binding inhibition, primary FP screen; P02675; 0.21% of 370,000 active; inhibition, % at 8.3 µM; Fibrin DD(E) TRITC-Tn6 fluorescence polarization displacement;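 active = inhibition above a per-campaign cutoff: mean of compounds within control limits plus 3 SD, cut at about 15% in these data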;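 note: 0% = median of all compound wells on the plate and 100% = blocking peptide control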
TDP2 inh: TDP2 (human) inhibition, absorbance primary screen; O95551; inhibition, % at 12.8 µM; recombinant TDP2, T5PNP hydrolysis, p-nitrophenol absorbance 415 nm; 0.34% of 370,000 active;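 active = inhibition above the mean of all tested compounds plus 3 SD, set per campaign, cut at about 25% in these data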;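 note: 0% = DMSO with enzyme and 100% = buffer with substrate but no TDP2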
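Incubation: 2 h at 37 °C; Test system: recombinant human TDP2; Quantity: enzyme 120 nM; Read-out basis: percent inhibition; Medium: 50 mM Tris-HCl pH 7.5 with Mg2+, KCl, DTT, BSA; Repeats: single replicate; Compound: 12.8 µM single point, 1% DMSO; Signal: epi absorbance; Reagent: 5 mM T5PNP chromogenic substrate; Benchmarks: no-enzyme high, DMSO-plus-enzyme low.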
ADAM17 inh: ADAM17 inhibition, QFRET primary screen; P78536; recombinant ADAM17, EDANS/DABCYL FRET peptide cleavage; inhibition, % at 6.95 µM; 0.83% of 370,000 active;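 active = inhibition above the mean of compounds lying between control limits plus 3 SD, set per campaign, cut at about 8.5% in these data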;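 note: 0% = DMSO-only wells as the low control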
ASAP1 GAP inh: inhibitors of human ASAP1 ArfGAP activity. Q9ULH1. ASAP1-stimulated ARF1 GTP hydrolysis, GDP FP detection. inhibition, % at 16.5 µM. 0.19% of 360,000 active; in the data active = inhibition above about 25%;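 note: 0% = vehicle with enzyme and substrate and 100% = no enzyme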
ADAM10 inh: inhibits human ADAM10; O14672; recombinant ADAM10, EDANS/DABCYL FRET peptide cleavage, 3 h; inhibition, % at 7 µM; 0.62% of 370,000 active; AID 720582;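 active = inhibition above a per-campaign cutoff equal to the mean of compounds falling between control-based bounds plus 3 SD, cut at about 20% in these data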;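 note: 0% = DMSO wells while the 100% control is not disclosed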
The depositor's hits bear a star; i = inactive.

SMILES	PLC-gamma1 inh	ARFGAP1 inhibitor	LEDGF integ inh	DDE Tn7 FP inh	proKLK7 act	Tn6 DDE FP	TDP2 inh	ADAM17 inh	ASAP1 GAP inh	ADAM10 inh
O=S(=O)(Cc1ccccc1)NCC1CCCN(Cc2ccc(F)c(F)c2)C1 (centres undefined)	0.3	2.2	-9.6	1.1	-0.1	-3.3	-11.2	-0.3	-1.8	-8.5
COc1ccc(-c2cn3cc(C(F)(F)F)cc(Cl)c3n2)cc1	-20.6	-1.2	1.8	-3.1	1.5	-8.1	-8.9	-23.9	-6.6	-79.8
CCCn1c2ccccc2c2cnn(CC(=O)NCCCN3CCCCC3CC)c(=O)c21 (centres undefined)	-2.8	-3.0	3.3	5.4	-0.5	5.2	-29.8	-29.1	11.5	-123.5
Cc1ccc(NC(=O)COc2ccc(N(C)S(=O)(=O)c3ccc(F)cc3)cc2)cc1	1.6	-2.3	-3.5	-2.1	-1.0	-6.4	1.3	4.5	7.9	3.9
Cc1cc(C)nc(NC(=O)c2ccc(Cl)c([N+](=O)[O-])c2)n1	-1.5	-9.2	5.2	-3.2	0.2	8.3	-9.3	1.3	5.6	3.6
COc1ccc(NC(=O)c2cccnn2)cc1	1.9	-7.2	-1.3	3.0	-0.4	2.2	-13.5	-1.5	0.4	1.7
CC1=C(C(=O)N(C)C)CC(CC(=O)NC(c2ccccc2)c2ccccc2)C(=O)N1CCC1=CCCCC1 (centres undefined)	1.8	4.5	-1.1	4.2	-0.1	-2.5	5.5	-1.8	-8.1	-9.2
CC(=O)N1c2ccccc2NC2=C(C(=O)CCC2)C1c1cccnc1 (centres undefined)	-13.7	6.2	1.1	-10.8	0.3	2.6	-3.1	-1.0	-0.2	-12.5
CC(Cc1ccccc1)C(=O)N(C)Cc1ccccc1 (centres undefined)	3.1	-1.5	0.5	-5.8	-0.2	5.0	2.2	0.9	0.1	-0.7
Cc1[nH]c(=O)c(C#N)cc1-c1ccncc1	0.6	4.8	-1.9	0.0	0.0	-0.7	2.5	-7.0	11.1	-16.8

Compound profiles (already shown). Order of screens: PLC-gamma1 inh	ARFGAP1 inhibitor	LEDGF integ inh	DDE Tn7 FP inh	proKLK7 act	Tn6 DDE FP	TDP2 inh	ADAM17 inh	ASAP1 GAP inh	ADAM10 inh
Cc1[nH]c(=O)c(C#N)cc1-c1ccncc1 across the screens: 0.6	4.8	-1.9	0.0	0.0	-0.7	2.5	-7.0	11.1	-16.8
CC(=O)N1c2ccccc2NC2=C(C(=O)CCC2)C1c1cccnc1 (centres undefined) across the screens: -13.7	6.2	1.1	-10.8	0.3	2.6	-3.1	-1.0	-0.2	-12.5
Cc1cc(C)nc(NC(=O)c2ccc(Cl)c([N+](=O)[O-])c2)n1 across the screens: -1.5	-9.2	5.2	-3.2	0.2	8.3	-9.3	1.3	5.6	3.6
COc1ccc(NC(=O)c2cccnn2)cc1 across the screens: 1.9	-7.2	-1.3	3.0	-0.4	2.2	-13.5	-1.5	0.4	1.7

Going on with the list:
SMILES	PLC-gamma1 inh	ARFGAP1 inhibitor	LEDGF integ inh	DDE Tn7 FP inh	proKLK7 act	Tn6 DDE FP	TDP2 inh	ADAM17 inh	ASAP1 GAP inh	ADAM10 inh
CCN1CCN(c2ccc(NC(=O)c3ccc4c(c3)OCCO4)cc2C)CC1	-1.9	10.2	5.3	-1.8	0.2	4.6	-3.5	-0.7	7.1	2.1
COc1ccccc1N(CN1CCCC1=O)C(=O)c1ccccc1F	4.6	-17.1	5.4	-0.8	0.4	3.4	-7.9	0.8	3.1	16.1
Cc1ccc(-c2onc3ccc(C(=O)/C=C/N(C)C)cc23)cc1	-46.8	0.8	0.2	1.4	-1.0	1.9	3.8	-12.5	22.6	-27.3
CCOc1ccc(C(=O)NC(=S)Nc2ccccc2N2CCCCC2)cc1[N+](=O)[O-]	0.1	4.2	-2.5	11.4	0.8	4.9	11.3	-1.1	-3.6	2.4
CC(=O)OC1CCC2(C)C(CCC3C4CC=C(C(C)=O)C4(C)OC(=O)CC32)C1 (centres undefined)	5.8	-11.1	0.3	7.8	0.1	-5.7	-3.4	-2.4	-7.8	-11.8
C[C@H](NC(=O)NCc1ccc(F)cc1)C(=O)O	0.7	11.8	-0.2	-6.4	0.0	-3.3	6.6	-0.3	2.6	-8.8
CC1(C)CC(=O)C=C(c2ccc(-c3ccc(S(C)(=O)=O)cc3)cc2)C1=O	-6.3	-5.4	0.6	7.1	0.4	-0.3	-2.7	3.1	7.0	8.7
COCCCNC(=O)C1Cc2cc(S(=O)(=O)N3CCCC3)ccc2N1C(C)=O (centres undefined)	0.2	1.1	1.3	1.7	-0.3	2.3	10.6	-4.4	-0.2	2.7
Clc1ccc(CN2CCN(c3ncccn3)CC2)cc1Cl	6.9	10.6	1.5	-6.2	-0.7	4.2	12.6	1.2	7.9	0.6
CC1(C)CC[C@]2(C(=O)O[C@@H]3OC(CO)[C@@H](O)[C@H](O)[C@H]3O)CC[C@]3(C)C(=CCC4[C@@]5(C)CC[C@H](O[C@@H]6OC(C(=O)O)[C@@H](O)[C@H](O)[C@H]6O)C(C)(C)C5CC[C@]43C)[C@@H]2C1 (some centres undefined)	-1.1	-3.0	16.0*	5.5	0.3	-2.1	-0.9	-2.6	-8.0	-13.8
CCCCSc1nc2sc3c(c2c(=O)n1-c1ccc(OC)cc1)CCN(C)C3	-57.4	10.7	0.1	5.2	-2.7	2.7	0.2	1.1	4.8	-8.1
C=CC[C@@H](Cc1ccc(F)cc1)C(=O)OC[C@@H]1CCCN1C(=O)[C@@H](CC=C)CC(=O)N(CCO)Cc1ccccc1	2.3	-1.1	-0.1	-5.9	0.2	6.3	-9.6	4.0	-6.0	6.3
O=C(CSc1nc2nc(-c3cccs3)cc(C(F)(F)F)c2c(=O)[nH]1)C(F)(F)F	i	-3.1	5.3	-2.9	67.0*	-3.1	5.6	i	-3.5	i
O=C1C2ON(c3ccc(Br)cc3)C(c3cccnc3)C2C(=O)N1C1CCCCC1 (centres undefined)	1.6	10.1	-1.3	-1.4	-0.3	0.3	9.6	-2.2	14.7	0.4
Cc1ccc(C(=O)NNC(=O)c2ccc3ccccc3c2O)cc1	-4.2	-1.7	-10.7	-1.4	0.3	2.3	-1.6	-3.7	3.7	-17.2
CC(C)N1CCN(Cc2cnc(-c3ccccc3)s2)CC1CCO (centres undefined)	0.2	-4.0	-1.6	3.8	-0.1	6.8	-3.5	-5.6	-12.5	-9.6
CCN(CC)S(=O)(=O)c1ccc2[nH]cc(C(=O)NCCCN3CCCCC3C)c(=O)c2c1 (centres undefined)	-0.8	11.3	-2.6	-5.9	-6.4	-10.3	0.4	-23.3	4.6	-68.0
CC(=O)Nc1ccc(Cl)cc1C(=O)O	-11.4	-18.4	0.0	5.2	-0.3	6.0	-6.3	-10.2	2.5	-31.4
Cc1csc(NC(=O)CCCNC(=O)c2ccc(Cl)cc2)n1	-2.4	7.6	4.2	-2.7	0.3	-6.9	6.2	-2.8	-1.0	1.0
CCc1nnc(NS(=O)(=O)c2ccc(N/C=C\C(=O)c3cccc4ccccc34)cc2)s1	-103.2	3.2	4.1	-3.5	-0.5	-2.4	1.8	-1.9	-4.3	1.3
COc1ccc(N2CCN(C3CCCN(Cc4ccc(F)c(F)c4)C3)CC2)cc1 (centres undefined)	1.0	-8.5	2.2	-1.6	-0.3	-2.2	-7.4	-3.8	6.6	2.2
O=C(CCN1C(=O)c2ccc([N+](=O)[O-])cc2C1=O)Nc1ccccc1C(=O)O	-2.0	-9.2	-6.1	6.6	-0.2	8.1	-12.9	-2.9	-7.8	-4.0
O=C(Nc1ccnn1C1CCN(C2CCC2)CC1)c1cccc(F)c1	0.3	-1.3	4.3	-8.2	0.5	8.8	12.1	1.1	-15.5	0.8
COc1ccccc1N1CCN(C(=O)CCCn2c(=S)[nH]c3ccccc3c2=O)CC1	0.5	-5.3	-1.6	-1.3	-0.7	-9.1	12.3	-1.9	-6.1	-7.7
CN(C)c1nc2c(c(=O)[nH]c(=O)n2C)n1CCOc1ccccc1	3.2	-5.1	1.5	3.1	0.1	-3.9	3.7	0.1	-3.4	3.5
O=C(CCc1nnc(COc2ccccc2)o1)NCc1ccccc1C(F)(F)F	-0.8	10.2	-2.5	1.4	0.2	12.7	-1.2	-2.8	2.8	2.7
CN(CC(=O)Nc1ccccc1F)CC(=O)Nc1ccccc1Br	-0.3	7.0	-4.2	-4.7	-0.4	-3.2	7.1	-6.5	4.4	2.9
CC(C)NC(=O)CC1(C(=O)NCc2ccc(Cl)cc2)CCCC1	-0.4	-5.6	-2.6	-0.7	-0.4	-1.0	11.3	-1.1	2.1	-0.6
Cn1c(CCNC(=O)OC(C)(C)C)n[nH]c1=S	-1.7	2.1	-4.2	8.2	-0.4	9.5	-5.3	0.0	-10.6	6.0
CNc1nc(OCC(F)(F)F)nc(N2CCOCC2)n1	-2.7	14.4	-1.9	2.0	0.0	8.9	-6.3	-0.1	-12.5	-2.8
N#Cc1ccc(CN2CCN(CC(=O)NCCc3ccc(Cl)cc3Cl)CC2)cc1	0.8	13.4	-0.3	7.7	-0.1	-3.8	-7.4	-0.8	-4.5	0.2
OCC1(CCOc2ccccc2)CCN(Cc2ccc(OC(F)F)cc2)CC1	9.2	6.8	3.4	1.1	0.8	5.7	-13.4	-0.1	5.6	17.9
O=C(NCc1cccnc1)C(=O)NCC1OCCCN1S(=O)(=O)c1ccccc1 (centres undefined)	4.2	-4.0	1.2	-4.5	0.1	-5.6	3.0	1.1	-4.3	1.9
CC(=O)Nc1ccc(NC(=O)CSc2nnc(-c3cccs3)n2C)cc1	0.9	11.3	-3.1	-0.3	0.3	-0.2	1.8	-3.5	9.9	2.6
CN(CC(=O)Nc1ccccc1F)S(=O)(=O)c1ccc2c(c1)n(C)c(=O)c(=O)n2C	0.2	-11.3	-0.5	9.0	-0.5	-2.1	8.5	-1.8	2.7	1.2
COc1cccc2cc(-c3cn4cccc(C)c4n3)c(=O)oc12	-26.8	-0.2	-0.9	-1.1	0.8	10.1	-5.0	-1.4	0.9	-4.9
CN1C(=O)CC(C(=O)O)SC1=Nc1ccc(F)cc1 (centres undefined)	0.6	-0.5	-1.9	2.6	-0.8	-5.2	2.8	-7.1	-6.9	-4.7
Cc1cccc(C)c1NC(=O)C1(NC(=O)C2CCCN2C(=O)OC(C)(C)C)CCCCC1 (centres undefined)	1.6	-1.3	-0.1	-6.8	0.1	0.1	-2.4	-1.1	-5.0	-2.7

Screens (PubChem)
